Screening results deposited in PubChem by National Center for Advancing Translational Sciences (NCATS).
TDP1 cell noCPT – qHTS for Inhibitors of human tyrosyl-DNA phosphodiesterase 1 (TDP1): qHTS in cells in absence of CPT. actives 15% (n = 420,000). DT40 Tdp1-/- hTDP1 cells, no CPT, ATP luminescence, 48 h. Potency, µM (doses to about 46.2 µM), inactives show at the top dose activity change, negative = growth inhibition, actives largely listed as inhibitors; also: nearly all actives have a fitted effect of over 55% in size
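Camptothecin absent (DMSO only). Human TDP1-complemented DT40 knockout cells, 400 cells/well, 37 °C for minimum 48 hr; ATP measured via CellTiter-Glo, 30 min dark incubation, luminescence.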
TDP1 inh – blocks human tyrosyl-DNA phosphodiesterase 1; recombinant TDP1, AlphaScreen DNA substrate cleavage; Potency, µM (highest dose often 130 µM), for the others: top-dose activity change, negative = inhibition, hits mostly inhibitors; actives 0.28% (n = 350,000); AID 485290; also: nearly all actives have a fitted effect of over 40% in size
Target sequence (Q9NUW8 whole entry, looked up): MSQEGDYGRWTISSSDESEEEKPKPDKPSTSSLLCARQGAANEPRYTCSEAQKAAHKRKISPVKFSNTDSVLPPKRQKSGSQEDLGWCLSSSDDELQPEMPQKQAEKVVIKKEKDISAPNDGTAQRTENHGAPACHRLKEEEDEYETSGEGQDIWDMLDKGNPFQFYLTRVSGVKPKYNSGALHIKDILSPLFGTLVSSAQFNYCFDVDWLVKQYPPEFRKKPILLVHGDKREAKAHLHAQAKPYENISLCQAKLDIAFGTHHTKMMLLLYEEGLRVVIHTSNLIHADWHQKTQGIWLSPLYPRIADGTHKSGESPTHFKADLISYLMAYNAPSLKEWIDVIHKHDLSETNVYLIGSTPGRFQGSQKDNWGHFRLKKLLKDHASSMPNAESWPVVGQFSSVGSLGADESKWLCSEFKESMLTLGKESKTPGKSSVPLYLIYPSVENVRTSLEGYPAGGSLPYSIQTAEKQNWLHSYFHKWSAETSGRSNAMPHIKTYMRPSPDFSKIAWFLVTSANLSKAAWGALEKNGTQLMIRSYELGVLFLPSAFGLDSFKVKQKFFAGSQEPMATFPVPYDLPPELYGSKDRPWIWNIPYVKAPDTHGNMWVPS
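AlphaScreen read-out: signal falls as enzyme removes the 3' tyrosine-FITC from a 5'-biotinylated DNA oligo (15 nM, 5 min, RT). Enzyme was E. coli-made recombinant Tdp1 at 1 nM, exposed to compound for 15 min beforehand; beads 10 ug/ml, 10 min.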
N370S GC – inhibitors or activators of N370S glucocerebrosidase for Gaucher disease. N370S GC spleen homogenate, 4MU-glucoside fluorescence. Potency, µM (titrated, usually from 59.4 µM), without a hit: at the top dose activity change, negative = inhibition, hits mostly inhibitors. actives 0.092% (n = 330,000). AID 2101;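 also: 0% = full enzyme activity and -100% = no enzyme basal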
Starred values were filed as active, the others as inactive; ? = inconclusive; · = not tested or not shown; [ ] = another dose, or the depositor's remark. Calls follow the shape of the dose curve; as a rule, active = well fitted curve in the direction sought with a large enough effect; inconclusive = small, poorly fitted or top-dose-only effect, or another doubt; inactive = no such curve, though single readings can be large; an effect the other way counts as inactive or inconclusive. Unless noted, % is scaled to controls: 0 for no effect and ±100 for the full control effect; potency is read from the fitted curve at half-maximal effect. These rows are one share of the data; rates above refer to the full screens.

SMILES | TDP1 cell noCPT | TDP1 inh | N370S GC
COc1cc(/C=C/c2[nH]c(=O)[nH]c(=O)c2[N+](=O)[O-])cc([N+](=O)[O-])c1O | -3% | · | -15%
Cc1cccc(C2NC(c3cccc(C)c3)C(C)C(=O)C2C)c1 (stereo not given) | -28% | · | -7%
CCn1c2ccccc2c2nnc(SCC(=O)Nc3ccccc3OC)nc21 | -13% | 7% | ·
CC(C)CC1Nc2ncnc(N3CCOCC3)c2N(Cc2ccc(Br)cc2)C1=O (stereo not given) | ? | 1% | -12%
Cc1ccc(S(=O)(=O)N(C)c2ccc3ccccc3c2)cc1 | ? | -3% | ?
COc1ccc2c(c1)c(C(=O)CN1CCN(C(=O)c3ccco3)CC1)c(C)n2C | ? | 4% | -4%
CCN(CC)CCCn1c(=S)[nH]c2cc(OC)c(OC)cc2c1=O | -3% | 2% | 1%
O=C(N/N=C/c1ccccc1O)C1CCCC1 | ? | 3% | -6%
O=C(O)CCCNc1cc(N2CCN(C3CCCCC3)CC2)c2noc3c2c1C(=O)c1ccccc1-3 | 1% | -6% | ·
Nc1cc(S(=O)(=O)Nc2ccc(Br)cc2)ccc1Cl | ? | 4% | -22%
Cc1noc(C)c1C(=O)Nc1ccc(Cl)cc1C(F)(F)F | 0% | 4% | -26%
Cc1ccccc1NC(=O)c1cccc(S(=O)(=O)Oc2ccc([N+](=O)[O-])cc2)c1 | ? | 6% | -27%
COc1ccc(CCNC(=O)C2CCN(S(C)(=O)=O)CC2)cc1 | -22% | -2% | 15%[12.8 µM]
CC(C)C(=O)N1CCc2cc(-c3csc(N)n3)ccc21 | ? | 3% | ?
CCCN(C(=O)CSc1cc(-c2ccccc2)c2ccc(OC)cc2n1)C1CCS(=O)(=O)C1 (stereo not given) | ? | 5% | -2%
Cc1ccc(C(=O)NCc2ccc3c(c2)OCO3)cc1C | ? | · | -1%
C/C(=N\NC(=S)NCc1ccccc1)c1cccs1 | ? | 11% | 21%
O=C(Nc1ccc([N+](=O)[O-])cn1)c1cccnc1 | -2% | · | 4%
COc1cccc(/C(C)=N/Nc2ccc(S(=O)(=O)N3CCCCC3)cn2)c1 | 2.9µM* | 2% | ·
Cc1nc(N2CCN(C(=O)c3ccco3)CC2)c(C#N)c2c1CCCC2 | ? | 0% | 3%
Cc1c(NC(=O)c2c(N)n(-c3ccccc3)c3nc4ccccc4nc23)c(=O)n(-c2ccccc2)n1C | · | 3% | 7%
CCn1c(CNC(=O)c2ccco2)nnc1SCC(=O)Nc1cc(F)ccc1C | 3% | 4%[0.0935 µM] | -9%
Cc1cccc([C@@H]2[C@@H]3C(=O)N(Cc4ccccc4)C(=O)[C@@H]3[C@]3(Cc4ccc(Cl)cc4)C(=O)N(c4ccc(Br)cc4)C(=O)N23)c1 | ? | · | -1%
CC(C)C[C@H](NC(=O)Nc1cccc(C(F)(F)F)c1)C(=O)O | 5% | 2% | 5%
COc1cc(C2c3c(oc4ccccc4c3=O)C(=O)N2Cc2ccccc2Cl)ccc1O (stereo not given) | -15% | -1% | ·
O=C(Cc1ccccc1)N/N=C/c1ccccc1OCc1ccc(Cl)cc1 | ? | 0% | 17%
CCCCN(CCCC)S(=O)(=O)c1ccc2oc(C(=O)NCc3ccccc3)c(C)c2c1 | 15µM* | -3% | ·
COc1ccc(OCCCC(=O)Nc2cccnc2)cc1 | -27% | 3% | 4%
CCc1ccc(-n2c(=O)c3c(C)c(C)sc3n(CC(=O)NCC3CCCO3)c2=O)cc1 (stereo not given) | ? | 1% | 2%
CC1(C)CC(=O)C(C=Nc2ccc3[nH]ncc3c2)=C(O)C1 | -13% | 3% | 3%
O=C(OC1CCCCC1=O)c1cc(Cl)ccc1[N+](=O)[O-] (stereo not given) | -25% | 3% | 5%
O=C(/C=C/c1ccco1)N(c1ccccn1)c1ccccn1 | 1% | · | -4%
COc1cccc(Cn2c(CNC(=O)Cc3cccc(C)c3)nc3cccnc32)c1 | ? | 8% | ·
Cc1ccc(C(=O)N/C(=C\c2cccs2)C(=O)N2CCOCC2)cc1C | -7% | 4% | -7%
CCN(CC)S(=O)(=O)c1cc(-c2ccc(=O)n(C(C)C(=O)Nc3cccc(C#N)c3)n2)ccc1C (stereo not given) | ? | 4% | ·
O=C(CSc1cn(CC(=O)N2CCCC2)c2ccccc12)Nc1ccccc1C(F)(F)F | ? | -5% | ·
O=C(CCNS(=O)(=O)c1ccccc1)NNC(=O)c1cccc(Cl)c1 | -2% | -3% | ·
Cc1ccc2c(c1)N(CC(=O)NCCCN1CCOCC1)C(=O)c1cccnc1O2 | -12% | · | 1%
CC(=O)N1c2ccc3ccccc3c2C2C=CCC2C1c1ccc(Br)cc1 (stereo not given) | · | 2% | -5%
Nc1nc(SCC(=O)Nc2ccc([N+](=O)[O-])cc2)[nH]c(=O)c1NC(=O)c1ccc(Br)o1 | 0% | -17% | -1%
COc1ccc(S(=O)(=O)NCc2cc(=O)n(C)c(=O)n2C)cc1F | 4% | 4% | 3%
COc1cccc(NC(=S)N(CCCN2CCC(C)CC2)Cc2cccs2)c1 | ? | -1% | -1%
CN(CC(=O)Nc1c(Cl)cccc1Cl)C(=O)c1cc(S(=O)(=O)N(C)C)ccc1N1CCCC1 | -14% | 3% | 0%
O=C(CS(=O)(=O)c1ccc(Cl)cc1)Nc1nnc(-c2cccs2)o1 | 11% | 4% | -2%
CC(Oc1ccccc1)C(=O)Nc1ccc(OCc2cc(=O)n3ccsc3n2)cc1 (stereo not given) | ? | 1% | ·

Four of these compounds in another layout.
CCn1c(CNC(=O)c2ccco2)nnc1SCC(=O)Nc1cc(F)ccc1C
  TDP1 cell noCPT: 3%
  TDP1 inh: 4%[0.0935 µM]
  N370S GC: -9%

CCN(CC)S(=O)(=O)c1cc(-c2ccc(=O)n(C(C)C(=O)Nc3cccc(C#N)c3)n2)ccc1C (stereo not given)
  TDP1 cell noCPT: ?
  TDP1 inh: 4%
  N370S GC: ·

COc1ccc(CCNC(=O)C2CCN(S(C)(=O)=O)CC2)cc1
  TDP1 cell noCPT: -22%
  TDP1 inh: -2%
  N370S GC: 15%[12.8 µM]

O=C(/C=C/c1ccco1)N(c1ccccn1)c1ccccn1
  TDP1 cell noCPT: 1%
  TDP1 inh: ·
  N370S GC: -4%

(more compounds)
SMILES | TDP1 cell noCPT | TDP1 inh | N370S GC
COc1cc(OC)c(OC)cc1/C=N/NC(=O)CSc1ccccc1F | -27% | · | 22%
O=C(CSc1nc2c([nH]c3ccccc32)c(=O)n1-c1ccc(Cl)cc1)N1CCOCC1 | 1% | 2% | ·
O=C(CSC1=NCCN1)NC12CC3CC(CC(C3)C1)C2 | 15µM* | 2% | ?
CCOC(=O)N1CCN(C(=O)C(C)NC(=O)c2ccco2)CC1 (stereo not given) | 1% | · | -2%
Cn1ccnc1C1CCCCN1C(=O)c1cc(COc2ccc(F)cc2F)on1 (stereo not given) | 13µM* | · | 0%
Cc1ccc(CC2C(=O)N(c3cc(Cl)ccn3)C(=O)C2C)cc1 (stereo not given) | -26% | -5% | -5%
COc1cc(NC(=O)C(Cc2ccccc2)NS(=O)(=O)c2cccs2)cc(OC)c1 (stereo not given) | -28% | 3% | ·
CCC(CC)C(=O)Nc1c2c(nn1-c1ccc(C)cc1)CS(=O)(=O)C2 | -10% | · | 6%
O=C(NCC1CCCO1)c1nc2c(nnn2Cc2ccc(F)cc2)c(=O)[nH]1 (stereo not given) | -17% | -2% | 2%
O=c1cccc(-c2ccc(Br)cc2)o1 | -4% | -2% | 3%
CCOC(=O)c1sc2ncnc(NCC(c3cccs3)N(C)C)c2c1C (stereo not given) | ? | -1% | -15%
CCN1C/C(=C/c2ccc(N3CCOCC3)cc2)C(=O)/C(=C/c2ccc(N3CCOCC3)cc2)C1 | ? | 5% | -15%
CC(=O)C1C(c2ccc(Cl)cc2)c2c(noc2C)CC1(C)O (stereo not given) | 9% | · | -2%
CC(C)(C)NC(=O)C(OC(=O)c1cccs1)c1ccccc1 (stereo not given) | -10% | -4% | -9%
CN(C)CCCN(C(=O)c1ccco1)c1nc2cc3c(cc2s1)OCO3 | 5.2µM* | 4% | -18%

One compound at a time, from the list above:
Cn1ccnc1C1CCCCN1C(=O)c1cc(COc2ccc(F)cc2F)on1 (stereo not given) as listed: TDP1 cell noCPT: 13µM*; TDP1 inh: ·; N370S GC: 0%
CCN1C/C(=C/c2ccc(N3CCOCC3)cc2)C(=O)/C(=C/c2ccc(N3CCOCC3)cc2)C1 as listed: TDP1 cell noCPT: ?; TDP1 inh: 5%; N370S GC: -15%
CCOC(=O)c1sc2ncnc(NCC(c3cccs3)N(C)C)c2c1C (stereo not given) as listed: TDP1 cell noCPT: ?; TDP1 inh: -1%; N370S GC: -15%

The results go on.
SMILES | TDP1 cell noCPT | TDP1 inh | N370S GC
COc1ccc(OCC(=O)Nc2cc(-c3nn(C)c(=O)c4ccccc34)ccc2OC)cc1 | 16µM* | 2% | 8%
C/C=C/C(=O)Nc1cccc(C2=NOC3(C2)C[C@H](C(N)=O)N(C(=O)c2ccccc2C(=O)c2ccccc2)C3)c1 (stereo not given in full) | · | 5% | -2%
CC1(C)C(=O)Nc2ccccc2N1C(=O)COC(=O)CCSc1ccccc1 | -15% | -8% | 24%
O=C(Cn1nc(C(F)(F)F)c2c1CCCC2)Nc1ccc(Br)cc1 | ? | 7% | ·
Cc1csc(SCC(=O)NC(=O)NCCC(C)C)n1 | 3% | -1% | 1%
CN(C)S(=O)(=O)N(CC(=O)Nc1ccc2ccccc2c1)c1ccccc1 | -24% | -2%[56.1 µM] | ?
O=C(Nc1ccc2[nH]ccc2c1)c1ccccc1 | ? | 4% | -5%
COc1cccc(CC(=O)Nc2nc(C)cs2)c1 | -12% | -1% | 3%
COc1cccc(-c2nc(-c3ccccc3)nc(N3CCN(C)CC3)c2C#N)c1 | ? | 5% | -27%
COCCSc1nnc(NC(=O)CCS(=O)(=O)c2ccccc2)s1 | 13µM* | 5%[0.0935 µM] | -17%
O=C(Cn1c(=O)sc2ccccc21)Nc1ccc(S(=O)(=O)N2CCCC2)cc1 | -29% | 6% | 2%
CCCc1noc(-c2ccc(N3CCCCC3)c([N+](=O)[O-])c2)n1 | ? | 6% | ·
CC(C)NC(=O)c1[nH]nc2c1CCc1ccccc1-2 | 1% | · | 2%
CCCCOc1ccc(C2=NC(c3cccs3)=Nc3ccc(OC)cc3N2)cc1 | ? | 9% | ·
COc1ccc2cc3cc(C(=O)N4CCN(c5ccccc5)CC4)oc3nc2c1 | -4% | 7% | -6%
O=C(NCCN1CCN(C(=O)c2cccc(Br)c2)CC1)C(=O)NCc1ccccc1 | ? | 5% | 3%
Cc1ccccc1NC(=S)N=Nc1c(O)n(C)c2ccc(S(=O)(=O)N3CCOCC3)cc12 | 7.3µM* | -5% | 9%
CN(CC(=O)NC(=O)NC1CCCCC1)CC(=O)Nc1ccc(OC(F)(F)F)cc1 | ? | -2% | ·
